Screening results deposited in PubChem by The Scripps Research Institute Molecular Screening Center.
OXTR potentiator: potentiators of human oxytocin receptor; P30559; CHO-OTR cells, Fluo-8 calcium fluorescence, potentiator mode; 0% = oxytocin EC15, 100% = EC100; activation, % at 3 µM; 320,000 compounds, 0.061% hits;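 active = activation above that plate's cutoff, the mean activation of tested compounds plus 3 SD, cut at about 6.6% in these data, passing the limit was not always enough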;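 note: 100% uses oxytocin at 75 nM as the full agonist control; some results filed as inactive read as strong as hits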
Target sequence (P30559 whole entry, looked up): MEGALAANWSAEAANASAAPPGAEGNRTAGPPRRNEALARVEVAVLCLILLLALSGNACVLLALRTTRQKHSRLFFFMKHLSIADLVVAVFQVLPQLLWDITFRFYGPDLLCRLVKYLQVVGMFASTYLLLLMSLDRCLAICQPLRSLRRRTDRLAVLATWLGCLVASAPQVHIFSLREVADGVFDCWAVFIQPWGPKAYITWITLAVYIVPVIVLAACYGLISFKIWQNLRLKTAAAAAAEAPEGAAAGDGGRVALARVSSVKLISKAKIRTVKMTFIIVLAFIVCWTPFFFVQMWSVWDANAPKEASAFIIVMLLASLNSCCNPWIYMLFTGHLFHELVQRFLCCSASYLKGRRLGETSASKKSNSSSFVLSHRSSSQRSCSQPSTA
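assay system = CHO-OTR cells, human receptor | schedule = compound 6 min at room temperature before oxytocin, 100 s read | detection = Fluo-8 intracellular calcium fluorescence, ex 470-495, em 515-575 nm | evaluation = normalized max/min fluorescence ratio, % activation | control set = EC15 oxytocin alone as 0%, 75 nM oxytocin (EC100) as 100%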
M1 ag: activates human CHRM1 receptor; P11229; CHO-K1 hM1, Fluo-8 calcium fluorescence, agonist mode; 0% DMSO, 100% acetylcholine EC100; activation, % at 3 µM; 360,000 compounds, 0.33% hits; AID 588814;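 active = activation above the run's mean compound activation plus 3 SD, cut at about 16% in these data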;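 note: peak over basal fluorescence ratio within a 140 s kinetic read after compound addition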
V1aR counter: activates human V1a receptor in oxytocin agonist counter-screen; P37288; CHO-V1R cells, Fluo-8 calcium fluorescence, agonist mode; 0% DMSO, 100% 3 nM vasopressin; activation, % at 3 µM; 320,000 compounds, 0.25% hits; AID 2797;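 active = activation above the mean activation of all tested compounds plus 3 SD, per screening run, cut at about 20% in these data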;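 note: signal is peak over basal fluorescence ratio across a 100 second FLIPR read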
Target sequence (P37288 whole entry, looked up): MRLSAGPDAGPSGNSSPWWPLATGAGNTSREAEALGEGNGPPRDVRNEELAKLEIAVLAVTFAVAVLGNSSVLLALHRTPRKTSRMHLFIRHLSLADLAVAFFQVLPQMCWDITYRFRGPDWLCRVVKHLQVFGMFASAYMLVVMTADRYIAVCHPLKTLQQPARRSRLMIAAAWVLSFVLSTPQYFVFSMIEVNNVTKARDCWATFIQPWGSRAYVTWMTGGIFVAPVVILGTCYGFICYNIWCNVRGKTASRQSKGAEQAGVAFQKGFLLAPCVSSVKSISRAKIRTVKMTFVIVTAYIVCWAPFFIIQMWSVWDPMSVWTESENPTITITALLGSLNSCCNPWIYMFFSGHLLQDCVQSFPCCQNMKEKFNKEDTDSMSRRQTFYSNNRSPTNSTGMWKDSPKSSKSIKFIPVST
TAAR1 antag: antagonists of human TAAR1; Q96RJ0; CHO RD-HGA16 TAAR1, Fluo-8 calcium fluorescence, antagonist; inhibition, % at 3 µM; 360,000 compounds, 1.5% hits;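 active = inhibition above a per-plate cutoff, the mean inhibition of test compounds on that plate plus 3 SD, cut at about 49% in these data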;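 note: 0% = DMSO plus EC80 beta-PEA response and 100% = DMSO alone without agonist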
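Assay system: RD-HGA16 CHO cells with stable hTAAR1 and Gα16 / Reagent: EC80 β-phenethylamine stimulus / Doses: 3 µM, single point / Timing: dye loading 75 min at 37 °C, then 30 min room temperature / Measured by: Fluo-8 intracellular calcium dye fluorescence, real-time kinetic reads / Controls: vehicle wells and EC80 agonist wells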
OXTR agonist: activates the human oxytocin receptor. 320,000 compounds, 0.32% hits. activation, % at 3 µM. P30559. CHO-OTR cells, Fluo-8 calcium fluorescence; normalized: DMSO 0%, oxytocin 100%;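 active = activation above the mean of all tested compounds plus 3 SD, cutoff set per screening run, cut at about 20% in these data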;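 note: peak over basal fluorescence ratio from a 100 s FLIPR kinetic read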
TAAR1 ag: agonists of human TAAR1; Q96RJ0; CHO RD-HGA16 TAAR1, Fluo-8 calcium fluorescence; vehicle wells 0%, saturating PEA agonist 100%; activation, % at 3 µM; 360,000 compounds, 0.99% hits;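 active = activation above the mean activation of all test compounds in the run plus 3 SD, cut at about 38% in these data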
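Signal – calcium-sensitive Fluo-8 signal, excitation 470-495, emission 515-575 nm · System – RD-HGA16 (CHO) cells co-expressing Gα16 and hTAAR1 · Incubation – 17-24 h seeding, 75 min 37 °C dye, 30 min RT · Compound dosing – 3 µM single concentration · Repeats – no replicates (n 1)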
M1 antag: human CHRM1 antagonism. inhibition, % at 3 µM. 360,000 compounds, 1.3% hits. CHO-K1 hM1, Fluo-8 calcium fluorescence, ACh EC80 antagonist. AID 588852. P11229;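 active = percent inhibition above its own plate's cutoff, namely the mean of that plate's compound wells plus 3 SD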;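 note: peak over basal fluorescence ratio during 140 s after agonist addition; 0% = ACh EC80 plus DMSO and 100% = DMSO alone without agonist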
CHRM1 PAM: human CHRM1 positive allosteric modulation. P11229. activation, % at 3 µM. 360,000 compounds, 0.088% hits. CHO-K1 hM1, Fluo-8 calcium fluorescence, ACh EC20; 0% = ACh EC20, 100% = maximal ACh; in the data active = activation above about 19%, passing the limit was not always enough
CHO parental Ca: counter-screen: ATP calcium response change in parental CHO cells; parental CHO-K1, ATP-induced calcium, Fluo-8 fluorescence; 330,000 compounds, 0.63% hits; inhibition, % at 5.6 µM; AID 463079;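 active = inhibition above that plate's mean sample inhibition plus 3 SD, cut at about 26% in these data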;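 note: 0% = ATP-challenged DMSO wells and 100% = DMSO wells without ATP; some compounds past the cut are filed as inactive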
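Assay system – parental CHO cells · Reagent – ATP stimulus · Detection – intracellular calcium via Fluo-8 no-wash fluorescent dye · Evaluation – percent inhibition of ATP-evoked calcium rise, normalized to controls · Controls – ATP wells versus no-ATP DMSO wells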
An asterisk follows results filed as active; x = no result given; & = joins results of further samples.

SMILES	OXTR potentiator	M1 ag	V1aR counter	TAAR1 antag	OXTR agonist	TAAR1 ag	M1 antag	CHRM1 PAM	CHO parental Ca
Cn1c(NC(=O)c2ccco2)c(-c2ccccc2)c(=O)c2ccccc21	1	-3	1.1	2	1.2	9	-7	5	-24
CCOC(=O)c1ccc(N2C(=O)CC(N3CC(C)OC(C)C3)C2=O)cc1 (stereo not given)	-4	-2	1.0	3	1.2	14	-6	13	3
CCOC(=O)c1c(N)nn(C(=O)C(C)C)c1-c1ccccc1	-9	-5	-1.1	13	-2.2	7	3	0	-6
CCCCC(=O)Nc1nnc(SCC(=O)N2CCN(c3ccccc3OC)CC2)s1	-8	-2	-0.1	-3	-0.4	7	-3	3	-4
CC1=C(C(=O)N(C(C)C)C(C)C)CC(CC(=O)NCc2cccc3ccccc23)C(=O)N1CCCN1CCCC1=O (stereo not given)	x	-5	x	-25	x	0	-15	11	x
CC(C)C(=O)N(Cc1cc(=O)[nH]c2ccccc12)c1ccccc1	6	-4	1.1	-7	0.5	4	-11	10	-6
CCOC(=O)Cc1csc(NC(=O)c2ccco2)n1	-5	-2	-0.5	11	-0.1	13	-12	3	4
O=C(c1ccccc1)N1N=C(c2ccccc2)CC1c1ccccc1O (stereo not given)	-8	-6	0.4	13	-0.4	-3	-9	9	-23
CC(C)NS(=O)(=O)c1ccc(OCC(=O)NC2CCCCCC2)cc1	-5	-4	-0.4	-15	-0.2	0	-3	4	-10
COc1ccc(N(CC(=O)O)S(=O)(=O)c2ccccc2[N+](=O)[O-])c(OC)c1	-5	0	-0.3	1	1.1	6	-3	3	-3
CCc1ccc(N2CC(C(=O)Nc3ccc(C)c(S(=O)(=O)N4CCOCC4)c3)CC2=O)cc1 (stereo not given)	-7	-7	-0.2	4	0.0	-2	-2	-2	-14
Clc1ccc(CNC2CCCC2)cc1	-6	-7	-0.2	9	0.7	4	-18	0	4
CCn1c(SCC(=O)Nc2nnc(C)s2)nnc1C(C)NC(=O)c1ccccc1F (stereo not given)	4	-3	-0.5	-13	1.0	0	-2	5	4
COC(=O)Cn1c(=O)c(=O)n(CC(=O)OC)c2ccccc21	-1	-3	0.5	-24	0.8	2	-9	9	-5
CN1CCc2c(c3c(n2C)CCN(C)[C@@H]3c2cccnc2)[C@H]1c1cccnc1	4&-3	-6	0.7&1.1	-1	0.5&0.7	1	-2	14	-14&-6
Cc1cccc(C(=O)NNC(=O)c2ccccc2Br)c1	0	-3	-0.5	13	-0.9	1	-10	8	-7
CC1(C)CC(=O)c2cc(C(=O)O)c(=O)n(-c3ccccc3)c2C1	-15	-3	1.1	12	1.2	0	-12	8	-7
COC(=O)CNC(=O)CN(c1ccc(OC)cc1OC)S(=O)(=O)c1ccccc1	-7	-3	0.1	2	-0.5	1	13	-8	-13
COc1ccc(S(=O)(=O)N(C)C[C@H]2OCc3cn(nn3)CCCC(=O)N([C@@H](C)CO)C[C@@H]2C)cc1	x	-2	x	5	x	4	-22	3	x
CC(c1ccccc1)c1nnc(NC(=O)Nc2ccccc2)s1 (stereo not given)	-13	0	1.0	48	1.4	35	-6	1	-14
Cc1cc(C)n(-c2ccc(F)cc2CN2CCN(C3CCCC3)C(CCO)C2)n1 (stereo not given)	1	-8	0.2	-8	0.5	-1	23	-16	-17
Cc1sc2ncnc(N3CCN(S(=O)(=O)c4ccc(Br)cc4)CC3)c2c1C	-4	-1	1.7	2	1.9	1	-17	13	-19
Cc1nc2cc(N3CCCCC3)c(NC(=O)c3cccnc3)cc2c(=O)n1Cc1ccccc1	-5	-3	-0.6	14	-1.7	0	2	2	-1
CCN(CC)CCN1C(=O)Cn2c(C)c(C)c3cccc1c32	-1&-3	-11&-9	0.5&0.1	5&-5	-0.8&-0.6	4&9	0&-2	-1&12	0&-16
COc1ccc(-c2cc3ccccc3n2CC(O)CN2CCOCC2)cc1 (stereo not given)	-8	-3	2.0	10	5.0	4	-1	5	-33
Cc1nn(-c2ccccc2)nc1CNC(=O)C1CC1	-7	-3	-1.6	-9	-0.3	1	-6	4	-22
OC(c1ccc(F)c(F)c1)c1nc(-c2cnc3ccccc3c2)cs1 (stereo not given)	x	0	x	27	x	10	-10	12	x
CC(C#N)(Nc1ccc(Cl)cc1)c1cccnc1 (stereo not given)	3	-2	0.4	-13	1.3	-1	-12	8	-6
CC(Oc1ccc2c3c(c(=O)oc2c1)CCCC3)C(=O)NCc1ccncc1 (stereo not given)	-14	-3	5.1	-9	3.8	1	-5	0	-17
CCOc1ccc(-n2c(C)cc(/C=N/Nc3nc(C)cc(=O)[nH]3)c2C)cc1	-7	-3	-1.1	0	-1.2	2	-3	5	2
O=C(CSc1nnc(-c2cccnc2)n1Cc1ccco1)c1ccc(Cl)c(Cl)c1	-4	-3	-0.8	9	-0.8	5	2	3	13
CCOC(=O)c1cn[nH]c1NC(=S)Nc1ccccc1	-7	5	0.4	5	-0.6	7	15	-7	-10
COc1cccc2sc(Nc3nc(-c4cc5ccccc5oc4=O)cs3)nc12	-5	-7	-0.3	46	-0.1	1	4	-1	-10
COC(=O)c1c(NC(=O)c2nn(C)cc2Cl)sc2c1CCCC2	-2	-4	1.5	6	0.7	7	-9	6	-11
Cc1cc(C)n(-c2ccc(NC(=O)C3CCCCN3C(=O)c3occc3C)cc2)n1 (stereo not given)	-4	2	1.5	-4	1.4	1	0	1	-9
COc1ccccc1-c1nnc(SCCN2CCOCC2)n1-c1ccc(C)cc1	-3	-3	1.1	1	-0.1	8	-18	10	-7
O=C(Nc1nncs1)c1cccc(S(=O)(=O)N2CCCCC2)c1	-6	-3	0.1	0	0.5	15	3	1	-5
C/C(=N\NC(=O)c1cc(O)ccc1O)c1cccc(NC(=O)c2ccc(Cl)cc2)c1	-10	-1	2.6	51*	5.0	5	-4	1	-7
Cc1ccc(CNC(=O)c2cc3c(C)nc4ccccc4c3o2)cc1	-9	-12	6.0	28	2.7	0	-16	-32	24
O=C(CSc1nnc(-c2cnccn2)n1Cc1ccco1)c1ccc(Cl)c(Cl)c1	-2	-5	-0.9	10	-1.4	2	-6	9	-15
Cc1c(C(=O)N2CCCCC2)c(S(=O)(=O)NCc2ccc(F)cc2)c(C)n1C	0	-1	0.1	-32	-0.8	19	-12	20	-22
CCOC(=O)C1=C(C)N=c2s/c(=C\c3ccc(OCC(=O)O)cc3)c(=O)n2C1c1ccccc1 (stereo not given)	-20	-2	-1.2	1	0.8	1	-11	0	5
CC(C)CCc1noc(CN2CCN(c3ccc(Cl)cn3)CC2)n1	-6	-8	0.3	-1	-1.1	1	-3	0	-2
COc1ccc(N(C(=O)c2snc(C(N)=O)c2N)C(C(=O)NC2CCCC2)c2cccs2)cc1OC (stereo not given)	-7	-3	0.6	10	-0.1	-2	1	0	0
COc1cc(/C=C2/C(=N)N3C(c4ccccc4)=CSC3=NC2=O)ccc1OCC(=O)O	-6	4	2.2	-12	3.1	4	-4	4	4
O=C(NNC(=O)c1sccc1-n1cccc1)c1ccc(Cl)cc1	0	0	-0.9	-9	0.1	4	-10	7	-7
Cn1cc(Br)c(NC(=O)/C=C/C(=O)O)n1	0	-3	-0.3	-24	-0.4	0	14	-8	-8
O=C(c1cccc(S(=O)(=O)NCc2ccccc2)c1)N1CCN(Cc2ccccc2)CC1	-11	-2	2.4	8	2.5	10	-33	7	-18
CC(C)C1OC(c2cccc(NC(=O)c3cccs3)c2)OCC1(C)C (stereo not given)	-20	-2	-0.1	16	-1.9	0	9	-4	-2
O=C(O)CCCC(=O)N1N=C(c2ccco2)CC1c1ccco1 (stereo not given)	3	0	-0.3	-8	1.8	5	-6	9	-13

(more compounds)
SMILES	OXTR potentiator	M1 ag	V1aR counter	TAAR1 antag	OXTR agonist	TAAR1 ag	M1 antag	CHRM1 PAM	CHO parental Ca
CC[C@]12c3[nH]c4ccccc4c3CCN1C(=O)C(CC(=O)NCCCOC)C[C@@H]2C(=O)N1CCN(C(=O)c2ccco2)CC1 (stereo not given in full)	-5	-4	0.4	15	-0.6	1	-15	5	-14
COc1ccc(NC(=O)c2noc3c2CCC3)cc1	-3	1	-0.3	3	-0.3	6	4	1	-14
COc1ccccc1NS(=O)(=O)c1cccc(C(=O)NCc2ccccn2)c1	-6	0	1.9	0	0.5	0	11	0	-9
O=C(NC(=S)Nc1ccc(S(=O)(=O)N2CCOCC2)cc1)c1ccccc1[N+](=O)[O-]	-16	-8	3.2	-1	4.9	4	-4	2	-15
COc1ccc(N2C(=O)CSC23C(=O)Nc2ccccc23)cc1 (stereo not given)	-2	-6	0.7	-6	0.8	8	22	-14	9
COc1ccc(/C=C(/C#N)C(=O)Nc2cccnc2)cc1OC	0	-3	-0.6	8	0.5	2	5	-3	-4
O=C(COC(=O)c1ccc(Cl)cc1)NCC1CCCCC1	-5	-4	-0.4	-16	-2.0	-1	-1	-1	-12
CCOc1ccc(NCc2cccn2-c2nnc(N3CCC(C(=O)NCCCN4C(C)CCCC4C)CC3)s2)cc1 (stereo not given)	-7	-6	-0.9	-20	-0.8	-1	78*	-22	-14
Cc1[nH]c2ccccc2c1C(=O)CSc1nnc(C2CC2)o1	-3	-2	1.4	-17	2.3	2	-7	8	-3
Cc1c(Cl)cccc1-n1c(SCC(=O)N2CCC(C(=O)O)CC2)nc2ccccc2c1=O	-2	-3	-0.6	-21	0.6	2	0	-1	-20
COc1ccc(-c2cn[nH]c2C)cc1	4	-3	3.0	5	-1.0	1	-11	6	-22
O=C(CO/N=C/c1ccc2c(c1)OCO2)Nc1cccc(Br)c1	-3	-5	1.0	-11	0.1	2	-5	2	-12

One compound at a time, from the list above:
Profile of Cc1c(Cl)cccc1-n1c(SCC(=O)N2CCC(C(=O)O)CC2)nc2ccccc2c1=O = OXTR potentiator: -2; M1 ag: -3; V1aR counter: -0.6; TAAR1 antag: -21; OXTR agonist: 0.6; TAAR1 ag: 2; M1 antag: 0; CHRM1 PAM: -1; CHO parental Ca: -20
Profile of COc1ccccc1NS(=O)(=O)c1cccc(C(=O)NCc2ccccn2)c1 = OXTR potentiator: -6; M1 ag: 0; V1aR counter: 1.9; TAAR1 antag: 0; OXTR agonist: 0.5; TAAR1 ag: 0; M1 antag: 11; CHRM1 PAM: 0; CHO parental Ca: -9
